# Screening results: PubChem BioAssay, several laboratories
# IL1B NFkB inh – blocks IL-1B driven NFkB nuclear translocation in HUVEC cells. HUVEC IL-1B NFkB p65 nuclear translocation imaging. inhibition, % at 2 µM. actives 0.43% (n = 94,000). AID 796;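 active means inhibition above about 30% together with a positive call from visual inspection of the well image, limit read from the data; inconclusive means inhibition above a set limit but visual check negative; inactive means inhibition not above a set limit, visual check negative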;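 further: nuclear over cytoplasmic p65 intensity ratio measured by imaging; 0% = IL-1B stimulated DMSO wells and 100% = unstimulated DMSO wells; values of inactives mirror those of a sister screen read the other way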
# PLAP inhibitors HTS – PLAP enzyme inhibitors, biochemical, luminescence, HTS (AID 690); purified PLAP, luminescent substrate; higher % means a stronger effect; inhibition, % at 20 µM, or IC50 in µM where a hit was titrated; actives 0.08% (n = 96,000); in the data active means a potency from the dose series; inactive means the rest, 99 in 100 with inhibition below about 30%; further: strong numbers were not always called active
# Bcl-B displacement – displacers of TR3 peptide from Bcl-B, primary screen, selectivity assay for Bfl-1 inhibitor project, biochemical, fluorescence polarization. FP displacement of FITC-TR3 peptide from Bcl-B; higher % means a stronger effect. actives 0.11% (n = 96,000). displacement, % at 20 µM, or IC50 in µM where a hit was titrated. AID 748;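 active means displacement above 50% at 20 µM plus a fluorescence interference ratio under 1.5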;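 further: plate controls were wells without compound for no effect and wells lacking Bcl-B protein for full effect; a part of the inactive calls stands beside numbers as strong as those of hits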
# NFkB transloc pot – enhances IL-1B driven NFkB nuclear translocation. AID 819. actives 0.3% (n = 94,000). HUVEC IL-1B NFkB p65 nuclear translocation imaging. activation, % at 2 µM;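 active means activation above 40%, about the mean plus 3 SD, also judged a hit on visual image review; inconclusive means activation above 40% but not a hit on visual review; inactive means activation not above 40% and no visual hit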;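 further: percent activation is computed from the nuclear over cytoplasmic p65 intensity ratio; values of inactives mirror those of a sister screen read the other way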
# MRP resist rev – compounds reversing MRP-mediated drug resistance; differential viability (reversal), % at 10 µM; H69AR cells + 2 uM doxorubicin, CellTiter-Glo, 72 h; actives 0.04% (n = 85,000);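 active means viability drop by adding the cancer drug above about 55%, with treated viability meeting a 40% cutoff, limit read from the data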;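 further: viability without doxorubicin minus viability with 2 µM doxorubicin for each compound; larger differential means the compound sensitizes cells more to doxorubicin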
# MRP resist rev cytotoxicity – second read-out of MRP resist rev, no call of its own (marks repeat the call); viability, %; H69AR cells, CellTiter-Glo, 72 h; measured here: cytotoxicity without doxorubicin
# MRP resist rev with doxorubicin – further read-out of MRP resist rev, marked with its call; viability, %; measured here: viability with 2 uM doxorubicin; active compounds read low
# IL1B NFkB inh cell count 2 µM – further read-out of IL1B NFkB inh, marked with its call; cell count; measured here: cells passing quality filter;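 raw number of nuclei counted in each imaged well without normalization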
# NFkB transloc pot cell count 2 µM – also measured in NFkB transloc pot; calls as there; cell count; measured here: cells passing quality filter
# An asterisk follows results filed as active; ? = inconclusive; nt = no result given. These rows are one share of the data; count on the stated rates, not on these rows.
item	Structure	IL1B NFkB inh	IL1B NFkB inh cell count 2 µM	PLAP inhibitors HTS	Bcl-B displacement	NFkB transloc pot
1	CN(CC(=O)NCCN1CCN(Cc2ccccc2)CC1)S(=O)(=O)c1cccc2nsnc12	nt	nt	-22%	-4%	nt
2	CN(CCO)C(=O)c1cccc2c1-c1ccccc1C2=O	6	91	11%	10%	-6
3	CC(/C=C1\SC(=O)N(CC(=O)Nc2cccc(O)c2)C1=O)=C\c1ccccc1	-4	122	-22%	-3%	4
4	CCCCOc1ccc(S(=O)(=O)Nc2cc(OC)ccc2OC)cc1	8	106	-18%	1%	-8
5	O=C(N/C(=C/c1ccc2c(c1)OCO2)C(=O)N1CCOCC1)c1cccs1	1	135	-18%	-1%	-1
6	CC1=CC(C)(C)N(C(=O)CN2C(=O)c3ccccc3C2=O)c2ccccc21	nt	nt	-32%	-4%	nt
7	CC(=O)Nc1ccnc(-c2cccnc2)n1	-10	132	4%	4%	10
8	CNC(=O)CSc1nnc(-c2cccs2)o1	-10	115	7%	-3%	9
9	CCSc1nnc(NC(=O)c2ccc(C)o2)s1	-19	106	8%	-7%	19
10	Cc1ccc2cc(CN(CC3CCCO3)S(=O)(=O)c3cccc4nsnc34)c(=O)[nH]c2c1 (centres undefined)	-6	136	-9%	21%	6
11	O=C(COC(=O)CN1C(=O)C2CC=CCC2C1=O)Nc1cc(C(F)(F)F)ccc1N1CCOCC1 (centres undefined)	1	191	-24%	-12%	-1
12	COc1ccc(N=c2ssnc2Cl)cc1	0	150	nt	nt	0

item	NFkB transloc pot cell count 2 µM	MRP resist rev	MRP resist rev cytotoxicity	MRP resist rev with doxorubicin
1	nt	7	95	88
2	91	-8	92	100
3	122	nt	nt	nt
4	106	11	87	76
5	135	nt	nt	nt
6	nt	8	96	88
7	132	nt	nt	nt
8	115	-9	92	101
9	106	15	107	92
10	136	-1	74	75
11	191	20	97	77
12	150	1	1	1

# The list goes on.
item	Structure	IL1B NFkB inh	IL1B NFkB inh cell count 2 µM	PLAP inhibitors HTS	Bcl-B displacement	NFkB transloc pot
13	COc1ccc(-n2ccnc2SCC(=O)Nc2ccccc2)cc1	9	116	-6%	8%	-9
14	Cc1ccc(C)n1-c1nccc(-c2cccs2)n1	24	174	13%	14%	-24
15	COc1ccc(OC)c(C(=O)CSc2nc3ncccc3[nH]2)c1	nt	nt	-184%	-1%	nt
16	C=CCc1cccc2cc(C(=O)NCc3cccnc3)c(=O)oc12	nt	nt	-41%	22%	nt
17	CC(=O)Nc1ccc(NC(=O)C2CCCN(c3ncccn3)C2)cc1 (centres undefined)	-16	155	nt	nt	16
18	O=C(NC1CS(=O)(=O)CC1NCc1ccco1)c1ccccc1 (centres undefined)	-4	199	7%	-3%	4
19	CC(C)Oc1cccc(C(=O)Nc2ccccc2N2CCOCC2)c1	-23	154	6%	-2%	23
20	COc1ccc(-n2nnnc2SCC(=O)c2ccc(OC)c(OC)c2)cc1	-3	135	-46%	-16%	3
21	CC1=CC2(O)OCCN(CCO)C2=CC1=O (centres undefined)	7	159	nt	nt	-7
22	COc1ccc2c(c1)CC(C1(O)C(=O)N(C)c3ccccc31)C2=O (centres undefined)	nt	nt	1%	-2%	nt
23	CCNC(=S)NNC(=O)c1cccc(Br)c1	-4	95	-19%	-3%	4
24	CC(C)c1cc(C(=O)Nc2cccnc2)no1	-13	157	0%	-5%	13

item	NFkB transloc pot cell count 2 µM	MRP resist rev	MRP resist rev cytotoxicity	MRP resist rev with doxorubicin
13	116	-6	79	85
14	174	nt	nt	nt
15	nt	6	100	94
16	nt	-3	70	73
17	155	3	96	93
18	199	5	94	88
19	154	0	83	83
20	135	2	92	90
21	159	-5	73	78
22	nt	12	74	62
23	95	nt	nt	nt
24	157	6	98	92

# (listing goes on)
item	Structure	IL1B NFkB inh	IL1B NFkB inh cell count 2 µM	PLAP inhibitors HTS	Bcl-B displacement	NFkB transloc pot
25	COc1cccc(N2C(=O)C3ON(c4ccccc4)C(c4cccs4)C3C2=O)c1 (centres undefined)	-5	183	-41%	-15%	5
26	CC(C)N1CCc2c(sc(N)c2C#N)C1	nt	nt	-12%	-76%	nt
27	c1n[nH]c(NC2=NCCC2)n1	7	96	-71%	1%	-7
28	NC(=O)C1CCN(C(c2ccccc2Cl)c2nnnn2CC2CCCO2)CC1 (centres undefined)	0	187	14%	6%	0
29	CCCCC1(C(=O)OCC)CC(CN2CCOCC2)OC1=O (centres undefined)	nt	nt	-37%	1%	nt
30	Cc1cc(Nc2nc3ccccc3nc2Cl)n(-c2ccccc2C)n1	9	164	-5%	-4%	-9
31	Cc1ccc(CN(c2ccc(C(=O)NCc3cccnc3)cc2)S(C)(=O)=O)cc1	-2	169	-66%	11%	2
32	Cn1c(=O)c2c(nc(N3CCCCC3)n2CCCNC2=NCCCC2)n(C)c1=O	nt	nt	18%	-5%	nt
33	Cc1ccc(N2CCN(CCc3nc4cc(NS(C)(=O)=O)ccc4n3C)CC2)cc1	-8	201	-19%	-1%	8
34	Cc1ccc(COc2ccc(Br)cc2/C=N/O)cc1	-8	138	7%	6%	8
35	Cc1cc(C2(c3cc(C)c(NC(=O)CN4CCOCC4)c(C)c3)CCCCC2)cc(C)c1NC(=O)CN1CCOCC1	-18	174	-68%	-5%	18
36	Cc1ccc(NC(=O)CSCC(=O)Nc2ncc3c(n2)CC(c2ccco2)CC3=O)cc1 (centres undefined)	-15	118	21%	-14%	15

item	NFkB transloc pot cell count 2 µM	MRP resist rev	MRP resist rev cytotoxicity	MRP resist rev with doxorubicin
25	183	-3	92	95
26	nt	17	104	87
27	96	6	95	90
28	187	3	100	97
29	nt	9	95	87
30	164	-18	17	35
31	169	9	97	87
32	nt	-8	98	106
33	201	nt	nt	nt
34	138	nt	nt	nt
35	174	16	103	87
36	118	12	80	68

# The listing continues.
item	Structure	IL1B NFkB inh	IL1B NFkB inh cell count 2 µM	PLAP inhibitors HTS	Bcl-B displacement	NFkB transloc pot
37	CCOC(=O)c1c(-c2ccccc2)cn2ccccc12	-15	194	15%	1%	15
38	CCOc1ccc(C2C=C(c3ccc(C)cc3)Nc3nnnn32)cc1 (centres undefined)	0	98	18%	1%	0
39	CN(c1cccc(NC(=O)COc2ccccc2)c1)S(C)(=O)=O	6	82	2%	-2%	-6
40	COc1ccc(S(=O)(=O)n2ccc(-c3ccc(OCCN(C)c4ccccn4)cc3)n2)cc1	13	141	-22%	-2%	-13
41	CC(C)CN(C(=O)COC(=O)c1cc2c(s1)CCC2)C1CCS(=O)(=O)C1 (centres undefined)	6	97	-10%	27µM*	-6
42	COC(=O)CN1C(=O)C2(OCCCO2)c2cc(Br)ccc21	6	83	-2%	-3%	-6
43	COc1ccc2oc(C)c(C(=O)NN)c2c1	-11	156	0%	-5%	17
44	COc1ccc(CNC(=O)NCc2ccc(OC)c(OC)c2)cc1OC	-14	222	-2%	-9%	14
45	C=CCSc1nc2sc(C)c(C)c2c(=O)n1CC=C	-18	150	nt	nt	18
46	COCCCN(C(=O)c1cccnc1SC)c1c(N)n(Cc2ccccc2)c(=O)[nH]c1=O	-2	106	-26%	9%	2
47	CCCCN(CC)CCNC(=O)C1c2cc(OC)c(OC)cc2C(=O)N2CCc3ccccc3C12 (centres undefined)	5	119	-105%	2%	-5
48	Oc1ccc(Nc2nc(-c3ccc4ccccc4c3)cs2)cc1	22	103	1%	3%	-22

item	NFkB transloc pot cell count 2 µM	MRP resist rev	MRP resist rev cytotoxicity	MRP resist rev with doxorubicin
37	194	nt	nt	nt
38	98	-4	2	6
39	82	-10	99	108
40	141	nt	nt	nt
41	97	6	90	85
42	83	10	85	75
43	51	4	89	85
44	222	11	101	90
45	150	22	83	60
46	106	20	101	81
47	119	8	80	72
48	103	-5	19	24

# New compounds follow:
item	Structure	IL1B NFkB inh	IL1B NFkB inh cell count 2 µM	PLAP inhibitors HTS	Bcl-B displacement	NFkB transloc pot
49	COc1ccccc1N1CCN(C(=O)c2cc3c(s2)CCC3)CC1	6	69	-54%	37µM*	-6
50	Cc1ccc(S(=O)(=O)/N=C(\c2ccc(F)cc2)n2c(C)nc3ccccc32)cc1	-1	148	-15%	-8%	1
51	Cc1ccc(S(=O)(=O)N[C@H](C(=O)N2CCC3(O)CCCCC3C2)c2ccccc2)cc1 (some centres undefined)	-12	182	-18%	-5%	12
52	COC(=O)c1ccccc1N1C(=O)[C@@H]2C(c3ccc(Br)cc3)=NO[C@@H]2C1=O	-3	155	-6%	-7%	3
53	CC1(C)CC(=O)c2c(-c3cccs3)n[nH]c2C1	-44	66	-15%	3%	?
54	COc1cc(C2Nc3ccccc3C(=O)N2c2ccc3c(c2)OCCO3)ccc1OCC(C)C (centres undefined)	-3	158	-1%	-3%	3
55	COC(=O)c1nn(-c2ccccc2)c(Sc2ccccc2)c1/C=N/O	7	178	-1%	4%	-7
56	O=C(NCC1CCCO1)C1CCN(c2ccc(S(=O)(=O)N3CCCC3)cc2)CC1 (centres undefined)	4	158	-44%	-7%	-4
57	COCCNC(=O)CCn1nc(-c2ccc(Cl)cc2)ccc1=O	-2	106	8%	-5%	2
58	C=CCn1c(CNC(=O)c2cccs2)nnc1SCC(=O)Nc1ccc(C(=O)O)cc1	19	202	-32%	12%	-19
59	Cc1ccc(NC(=O)CC(=O)NCCN2CCOCC2)cc1	18	76	-4%	-2%	-18
60	Clc1ccc(/C=N/Nc2nc(Cl)nc3ccccc23)cc1	-4	190	-68%	-12%	4

item	NFkB transloc pot cell count 2 µM	MRP resist rev	MRP resist rev cytotoxicity	MRP resist rev with doxorubicin
49	69	-1	98	98
50	148	nt	nt	nt
51	182	-8	75	83
52	155	-8	107	116
53	nt	0	86	86
54	158	nt	nt	nt
55	178	nt	nt	nt
56	158	18	98	80
57	106	-13	90	103
58	202	10	101	91
59	76	-8	92	100
60	190	nt	nt	nt

# Reprinted from the part before: 5 compounds, then new ones.
item	Structure	IL1B NFkB inh	IL1B NFkB inh cell count 2 µM	PLAP inhibitors HTS	Bcl-B displacement	NFkB transloc pot
56	O=C(NCC1CCCO1)C1CCN(c2ccc(S(=O)(=O)N3CCCC3)cc2)CC1 (centres undefined)	4	158	-44%	-7%	-4
57	COCCNC(=O)CCn1nc(-c2ccc(Cl)cc2)ccc1=O	-2	106	8%	-5%	2
58	C=CCn1c(CNC(=O)c2cccs2)nnc1SCC(=O)Nc1ccc(C(=O)O)cc1	19	202	-32%	12%	-19
59	Cc1ccc(NC(=O)CC(=O)NCCN2CCOCC2)cc1	18	76	-4%	-2%	-18
60	Clc1ccc(/C=N/Nc2nc(Cl)nc3ccccc23)cc1	-4	190	-68%	-12%	4
61	CCN(CC)CCn1c2ccc(Cl)cc2c2nc(C)sc21	-4	137	-45%	-5%	4
62	CN(C1CCCCC1)S(=O)(=O)c1ccc(S(=O)(=O)N2CCN(CCC#N)CC2)cc1	-6	64	7%	2%	6
63	CCC(=O)OC1(C#CCOc2ccc(OC)cc2)CCN(C)CC1	-10	168	-57%	-5%	10
64	CC(C)Nc1nc(-c2ccccc2)nc(-n2ccnc2)n1	0	85	8%	-2%	0
65	COc1cccc(NC(C)C(=O)N2CC(C)OC(C)C2)c1 (centres undefined)	-7	115	-1%	18%	7
66	CC(C)(CNc1ccc([N+](=O)[O-])cc1Cl)CNS(C)(=O)=O	3	153	-16%	0%	-3
67	COc1ccc(OC)c(NC(=O)CSc2nc3ccccc3cc2Cc2ccccc2)c1	1	113	-10%	5%	-1
68	O=C1[C@@H]2[C@H](C(=O)N1O)[C@H]1C=C[C@@H]2C1	-1	156	16%	0%	1

item	NFkB transloc pot cell count 2 µM	MRP resist rev	MRP resist rev cytotoxicity	MRP resist rev with doxorubicin
56	158	18	98	80
57	106	-13	90	103
58	202	10	101	91
59	76	-8	92	100
60	190	nt	nt	nt
61	137	-37	21	57
62	64	10	95	86
63	168	11	97	86
64	85	-4	68	72
65	115	-5	86	91
66	153	-4	93	97
67	113	nt	nt	nt
68	156	-6	93	99
